# Source: PubChem BioAssay (Broad Institute)
# EWS-Fli inh: inhibitors of EWS/Fli oncoprotein transcriptional activity; A673 NR0B1-luciferase reporter, viability-normalised; inhibition, % at 12.6 µM; 350,000 compounds, 0.67% hits;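 active means mean inhibition of at least 50% after viability correction, with every replicate also passing that limit; inconclusive means mean reaches 50% but only one of two replicates passes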;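 further: firefly luciferase signal divided by Alamar Blue viability fluorescence both relative to DMSO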
# FN deposition inh: fibronectin deposition inhibition. 350,000 compounds, 0.086% hits. AH1F fibroblasts, Alexa488-fibronectin deposition fluorescence, overnight. inhibition, % at 12.6 µM;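 active means mean inhibition across replicates of 30% or more, regardless of how many single replicates reach that level; inconclusive means mean under 30% yet at least half of replicates reach 30%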;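 further: positive control wells lacked labelled fibronectin entirely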
#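 Measured by – fluorescence 485/525 nm · System – AH1F fibroblast monolayer, labelled fibronectin deposition · Amount – 10000 cells per well · Buffer or medium – serum-reduced DMEM (2% serum) · Doses – single dose, pinned · Also added – fluorescent fibronectin at 24 nM final · Schedule – 1 h cell attachment, overnight exposure to compound and label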
# F508del corr: CFTR F508del correction in bronchial cells; CFBE cells, YFP halide quenching; stimulated with forskolin plus potentiator P3; % fluorescence drop versus neutral controls; activity (quench increase), % at 7.58 µM; 350,000 compounds, 0.36% hits;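 active means mean added fluorescence quench of at least 8% versus neutral control, with both replicates also reaching 8%; inconclusive means only one of the mean or replicate conditions met; inactive means mean below 8% and not both replicates reaching 8%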;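 further: cells transiently co-express mutant CFTR-F508del with the halide-sensitive YFP; corrector assay measuring rescue of mutant channel to the surface after 24 h compound exposure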
# DENV2 CPE rescue: protects cells from dengue virus 2 cytopathic effect | DENV2-infected cells, cytopathic effect rescue, plate reader | CPE inhibition, % at 9.99 µM | AID 651640 | 350,000 compounds, 1.7% hits; in the data active means CPE inhibition above about 20%, passing the limit was not always enough; inconclusive means no clear call, values can overlap the other calls; tested in BHK-21 cells;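 further: 0% = median of neutral control wells and 100% = median of positive control wells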
# miR122 inh: blocks miR-122 activity in Huh7 sensor cells | Huh7 miR-122 Renilla luciferase sensor, 48 h; neutral wells = 0, positive control = 100 | activation (reporter increase), % at 12.5 µM | 340,000 compounds, 0.3% hits | AID 602342;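 active means mean replicate activation score at least 90 and every replicate individually at or above 90; inconclusive means only one of the two criteria met; inactive means neither criterion met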;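 further: higher luciferase means less miR-122 activity so hits act as miR-122 inhibitors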
# GSIS activator: primary screen for activators of insulin secretion dependent on glucose, INS-1E cells, GLuc reporter luminescence; activation, % at 16.6 µM; INS-1E GLuc reporter insulin secretion, 2-3 h; 370,000 compounds, 0.61% hits; AID 743287;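 active means lowest replicate activation of at least 40%, so every replicate reaches that level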;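 further: 0% = median of neutral control wells and 100% = median of IBMX positive control wells; some compounds called inactive have numbers as strong as hits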
# PAX8 reporter: PAX8 transcriptional activity inhibition; RMG-I TPO-luciferase reporter, SteadyGlo, 24 h; inhibition, % at 12.6 µM; 360,000 compounds, 1.2% hits; AID 652154;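 active means mean replicate inhibition at least 60% with every replicate also reaching 60%; inconclusive means only one of the two criteria is met; inactive means mean below 60% and not all replicates reaching 60%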;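 further: luciferase light reporting Pax8 driven TPO promoter activity; plate controls were median of neutral control wells for no effect and mitoxantrone controls for full effect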
# An asterisk follows results filed as active; ? = inconclusive; . = no result given; [ ] = another dose, or the depositor's remark.
canonical_smiles,FN deposition inh,EWS-Fli inh,GSIS activator,F508del corr,miR122 inh,DENV2 CPE rescue,PAX8 reporter
O=C(O)C1C2CCC(O2)C1C(=O)NCc1ccccc1Br (stereo not drawn),4,9,-46,1.3,-6,-5,14
C[C@@H]1CN([C@H](C)CO)C(=O)Cc2cc(NS(=O)(=O)c3ccc(Cl)cc3)ccc2O[C@H]1CN(C)S(C)(=O)=O,.,-1,9,-0.9,1[16.7 µM],-3,-9
CC1CCCC(C)N1c1nnc(NC(=O)c2cc(-c3ccc(Br)cc3)on2)s1 (stereo not drawn),-1,3,.,-3.2,.,-7,-4
CCN(CC)CCN(CC(=O)N(C1CCCCC1)C1CCCCC1)C(=O)c1cccnc1,2,7,2,-4.1,2,.,-1
Cc1ccc(CNC(=O)CN2C(=O)C3(OCCCO3)c3ccccc32)cc1,.,-1,-14,-0.7,13,2,.
C[C@@H]1CN([C@H](C)CO)C(=O)c2cc(C#CC3CCCC3)cnc2O[C@H]1CN(C)Cc1ccncc1,-2,0,-7,-0.8,28[16.7 µM],3,5
O=C(OCC(=O)N1CCc2ccccc21)[C@@H]1CC(O)CN1S(=O)(=O)c1ccccc1[N+](=O)[O-] (stereo partly drawn),6,14,-12,1.8,-11,?,20
Cn1cccc1C(=O)OCc1cc(-c2ccco2)on1,-6,-45,-8,2.1,.,-2,-143
CC(C)(Oc1ccc(Cl)cc1)C(=O)N1CCN(C(=O)c2ccco2)CC1,-2,1,4,0.5,3,-3,7
Oc1cccc2c(NC(=S)Nc3ccc(OC(F)F)cc3)cccc12,-19,-13,-6,0.5,.,-4,-35

# An excerpt from above, reduced to miR122 inh and PAX8 reporter:
canonical_smiles	miR122 inh	PAX8 reporter
Cn1cccc1C(=O)OCc1cc(-c2ccco2)on1	.	-143
O=C(OCC(=O)N1CCc2ccccc21)[C@@H]1CC(O)CN1S(=O)(=O)c1ccccc1[N+](=O)[O-] (stereo partly drawn)	-11	20
CC1CCCC(C)N1c1nnc(NC(=O)c2cc(-c3ccc(Br)cc3)on2)s1 (stereo not drawn)	.	-4

# Later entries.
canonical_smiles,FN deposition inh,EWS-Fli inh,GSIS activator,F508del corr,miR122 inh,DENV2 CPE rescue,PAX8 reporter
O=C(COC(=O)c1ccc(F)cc1F)Nc1ncccn1,-1,-1,30,-2.5,.,0,3
CC(C)(C)CC(=O)NC(=S)N1CCCCCC1,3,.,-7,.,-4,.,.
CO[C@@H]1CN(C)C(=O)c2ccc(NC(=O)C3CCCCC3)cc2OC[C@@H](C)NC[C@@H]1C,0,-2,13,0.3,-5[16.7 µM],-2,-2
CC1CC1C(=O)Nc1nc(-c2cccs2)c(-c2cccs2)s1 (stereo not drawn),8,.,16,.,.,.,7
C[C@@H]1CN([C@@H](C)CO)C(=O)c2cccc(NC(=O)c3cnccn3)c2O[C@H]1CN(C)Cc1ccc(Cl)c(Cl)c1,.,10,-34,-3.1,36[16.7 µM],-9,-35
CCCCn1nc2cc(C(=O)NCCc3cccs3)ccc2c1OCC,-31,-10,.,-2.0,1,.,-24
Cc1ccc2nccc(C(=O)N3CCCC(Nc4ccc(F)cc4)C3)c2c1 (stereo not drawn),-2,0,8,-4.3,-2,-1,-4
Cc1ccc(N2CCN(C(=S)Nc3ccc(Cl)cc3)CC2)cc1,1,-3,-11,-1.3,.,3,-4
CCC(CC)C(=O)Nc1c2c(nn1-c1ccc(OC)cc1)CS(=O)(=O)C2,.,1,5,0.2,13,1,.
COc1cc(OC)cc(C(=O)NC(=S)Nc2nc(-c3cc4ccccc4o3)cs2)c1,4,-20,12,3.9,8,1,-9
CC(O)(Cc1ccccn1)Cc1ccccn1,2,-1,0,0.8,.,-1,.
CCC(C)NC(=S)NNC(=O)c1ccncc1 (stereo not drawn),12,7,1,-2.4,.,-1,-3
CCC(=O)N1C[C@@H]2[C@H](c3ccccc31)[C@H](CO)N2C(=O)CC1CC1,-15,16,-2,-2.1,12[16.7 µM],-4,-10
CC(C)CC#Cc1cnc2c(c1)C(=O)N([C@H](C)CO)C[C@H](C)[C@@H](CN(C)C(=O)NC1CCCC1)O2,-6,7,-30,2.5,-2[16.7 µM],-3,.
O=C(NC1CCCC1)C1c2ccccc2C(=O)N1CCCN1CCOCC1 (stereo not drawn),8,3,.,-0.7,-4,-7,-85
CO[C@H]1CN(C)C(=O)c2cc(NC(=O)C3CCCCC3)ccc2OC[C@H](C)N(C)C[C@@H]1C,.,-8,9,-0.9,-2[16.7 µM],-8,-36
O=C(COC(=O)c1cccc(S(=O)(=O)N2CCCCCC2)c1)NCc1ccc(Cl)cc1,.,-2,-11,-6.9,-1,-9,-9
N#C[C@@H]1[C@H](c2ccccc2-c2ccccc2)[C@H](CO)N1C(=O)Cc1ccncc1,-14,1,-13,0.5,.,-1,.
CCCCc1ccc(NC(=S)NCc2ccc(OC)cc2)cc1,-7,-6,-46,1.1,9,-8,18
O=C(COc1ccc(S(=O)(=O)Nc2ccccc2)cc1)NCc1ccncc1,2,4,18,1.4,4,.,-10

# Exported with two lines to a compound: 2 of the compounds above.
# Fields: FN deposition inh, EWS-Fli inh, GSIS activator, F508del corr, miR122 inh, DENV2 CPE rescue, PAX8 reporter
- CCCCc1ccc(NC(=S)NCc2ccc(OC)cc2)cc1
  -7, -6, -46, 1.1, 9, -8, 18
- O=C(COc1ccc(S(=O)(=O)Nc2ccccc2)cc1)NCc1ccncc1
  2, 4, 18, 1.4, 4, ., -10

# Next section
canonical_smiles,FN deposition inh,EWS-Fli inh,GSIS activator,F508del corr,miR122 inh,DENV2 CPE rescue,PAX8 reporter
COc1cccc(/C=C2\N=C(c3c(-c4ccccc4)noc3C)OC2=O)c1,.,7,6,-2.2,.,-4,.
O=C(CCNc1n[nH]c(=O)[nH]c1=O)N/N=C/c1ccccc1Br,-17,1,5,-1.7,.,2,-7
CO[C@H]1CN(C)C(=O)c2ccc(NC(=O)Nc3ccc(Cl)cc3)cc2OC[C@H](C)N(C)C[C@@H]1C,5,38,-2,1.0,.,-2,7
O=C(Nc1ccccc1Br)C(=O)N1CCCC1,.,.,16,.,4,.,28
COc1ccccc1-c1ccc(=O)n(CC(=O)NCc2cccs2)n1,-3,-28,5,2.7,.,4,-11
C[C@@H]1CN([C@H](C)CO)S(=O)(=O)c2ccc(C#CC3CCCC3)cc2O[C@@H]1CN(C)S(C)(=O)=O,.,5,-16,1.0,48[16.7 µM],-12,.
C[C@@H]1C=CCCO[C@]12C(=O)N(CC1CC1)c1ccccc12,-12,-8,18,0.0,.,8,-26
CCC(Sc1nc(-c2ccccc2)c(-c2ccccc2)[nH]1)C(=O)O (stereo not drawn),-6,0,67*,-0.4,0,1,20
O=C(COc1ccc2c(c1)CCC2)NCc1ccc(Cl)cc1,-2,17,-11,.,.,4,3
CCCNC(=O)N1CC2(C1)[C@H](c1ccccc1)[C@H](CO)N2C(=O)C1CC1,.,2,3,-2.1,.,-10,-2
CN1CCN(C(=O)C[C@@H]2C[C@H]3c4cc(NC(=O)NC5CCCCC5)ccc4O[C@H]3[C@@H](CO)O2)CC1,6,0,3,1.0,-5[16.7 µM],7,4
C[C@H]1CN([C@@H](C)CO)C(=O)c2cccc(NC(=O)Nc3ccc(F)cc3)c2O[C@H]1CN(C)C,6,-4,11,-2.7,-4[16.7 µM],?,7
CCC1Sc2ccc(S(=O)(=O)CCC(=O)NCc3cccs3)cc2NC1=O (stereo not drawn),5,.,11,-2.5,5,-1,24
O=C1CC[C@H](O)CCN1CCSc1ccc(Br)cc1,-1,-17,3,3.4,1,17,-30
CCOC(=O)c1ccc(NC(=O)CNC(=O)c2ccco2)cc1,-2,4,2,-1.4,1,-6,-8
CCC1CCCCN1S(=O)(=O)Cc1ccccc1Cl (stereo not drawn),-2,11,-9,-3.8,2,-1,21
O=C(CSc1c[nH]c2ccccc12)N1CCOCC1,-3,.,5,.,-3,.,.
Cc1cccnc1NC(=S)NC(=O)/C=C/c1ccccc1,-2,-45,9,-1.9,4,10,-103
CCOc1ccc2nc(NC(=O)C(NS(=O)(=O)c3cccc4nsnc34)C(C)C)sc2c1 (stereo not drawn),5,-3,.,0.9,10,9,22
Cc1ccc(OCCNC(=O)c2ccc(NC(=O)CC3SC(N4CCCC4)=NC3=O)cc2)cc1 (stereo not drawn),1,-1,-29,1.7,0,-14,7
CCN(CC)C(=O)c1ccccc1NS(=O)(=O)c1ccc(OC)c(C(=O)N2CCOCC2)c1,2,1,-6,1.6,-2,1,-1
COC(=O)C(CCCN1C(=O)c2ccccc2C1=O)(NC(C)=O)c1nnn(C)n1 (stereo not drawn),4,2,2,1.9,0,13,4
CCc1nc(N2[C@H](C#N)[C@H](c3ccccc3-c3ccccc3C)[C@H]2CO)sc1C,-1,11,-15,-0.2,.,-10,18
CCCCC1CCC(c2ccc(C(N)=O)cc2)CC1 (stereo not drawn),2,-13,2,0.5,-20,-4,-11
O=S(=O)(NCCN1CCOCC1)c1cccc(C(F)(F)F)c1,-4,12,.,4.1,.,-3,0
O=C(Nc1c(O)c2ccccc2[nH]c1=O)c1ccco1,-3,9,35,-0.4,4,3,40
COCCNC(=O)CSc1ccccc1C(=O)NC1CCSc2ccccc21 (stereo not drawn),0,-2,6,1.1,5,-3,10
C[C@H](O)C#Cc1ccc2c(c1)O[C@@H](CN(C)Cc1ccccn1)[C@H](C)CN([C@H](C)CO)S2(=O)=O,.,3,13,-0.2,-3[16.7 µM],-7,.
CCOc1cc(C)nc(N2CCC(C(=O)NC3CC3)CC2)n1,-5,-2,11,-2.0,2,-9,-7
COc1ccccc1C(=O)Nc1ccc2c(c1)C(=O)N(C)C[C@@H](OC)[C@@H](C)CN(C)[C@H](C)CO2,15,6,5,4.6,.,3,-8
CC(=O)NC(O)C(=O)c1ccco1 (stereo not drawn),.,-3,0,0.0,2,.,.
Cc1ccc(Nc2nnns2)cc1C,5,.,.,.,2,.,2
CC1(C)CC(CC(=O)Nc2nccs2)(c2ccccc2)CCO1 (stereo not drawn),2,-24,6,1.1,3,9,69*
O=C(CCNS(=O)(=O)c1ccccc1)N1CCC(Cc2ccccc2)CC1,9,.,-39,-2.3,-3,5,12
Cc1c(C(=O)O)oc2ccc3c(c12)C(O)CC(C)(C)O3 (stereo not drawn),1,4,0,2.3,.,9,16
CC1CN(S(=O)(=O)c2cccc(C(=O)NCCC3=CCCCC3)c2)CC(C)O1 (stereo not drawn),0,19,-15,4.0,0,-7,2
COc1ccccc1S(=O)(=O)NCc1ccc(C(=O)NC2CCC(O)CC2)cc1 (stereo not drawn),-3,-5,18,-1.7,-2,0,-16
Cc1ccc(C)c2[nH]c(=O)c(CCNC(=O)c3ccc(S(=O)(=O)N4CCOCC4)cc3)cc12,.,.,-46,1.6,-3,7,2
CC(=O)Nc1c(O)nc(SCC(=O)Nc2cccc(C)c2)[nH]c1=O,.,.,-6,.,-6,2,.
CCOC(=O)C1(Cc2cccc(OC)c2)CCCN(C(=O)CCN2CCCO2)C1 (stereo not drawn),4,.,-15,-5.1,-6,?,-223
CCOC(=O)C1CCCN(C(=O)COc2ccc(C(=O)c3ccccc3)cc2)C1 (stereo not drawn),-2,-10,-4,1.1,-3,-1,2
Cc1csc(NC(=O)CSc2ccccc2F)n1,-7,-7,.,-1.7,.,-3,-60
COc1cccc(S(=O)(=O)N[C@@H]2CC[C@@H](CCn3cc(-c4ccccn4)nn3)O[C@@H]2CO)c1,.,1,-15,3.9,.,3,2
COc1cccc(CNC(=O)c2ccc(C)c(S(=O)(=O)N3CCCCC3)c2)c1,0,15,-11,-1.8,.,3,13
COc1ccc(Cl)cc1NC(=O)CN(C)C(=O)c1sc2ccccc2c1Cl,3,13,-4,-0.3,25,-4,32

# An unsorted share of the library; overall some 3.9% were active at least once.
